SENP6 block = SENP6 protease inhibitors, primary screen, biochemical, luminescence, uHTS; Recombinant SENP6 catalytic domain, aminoluciferin luminescence; inhibition, % at 10 µM; 1.8% of 330,000 active;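 active means inhibition above about 50% at the single tested dose, limit read from the data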;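 further: plate controls were DMSO wells with enzyme for no effect and DMSO wells lacking enzyme for full effect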
SENP8 block-1 = SENP8 protease inhibitors, primary screen, biochemical, luminescence | 1.2% of 330,000 active | AID 2540, 2010 | purified SENP8, Z-RLRGG-aminoluciferin cleavage | inhibition, % at 10 µM; in the data active means inhibition above about 50%
Target sequence (Q96LD8 whole entry, looked up): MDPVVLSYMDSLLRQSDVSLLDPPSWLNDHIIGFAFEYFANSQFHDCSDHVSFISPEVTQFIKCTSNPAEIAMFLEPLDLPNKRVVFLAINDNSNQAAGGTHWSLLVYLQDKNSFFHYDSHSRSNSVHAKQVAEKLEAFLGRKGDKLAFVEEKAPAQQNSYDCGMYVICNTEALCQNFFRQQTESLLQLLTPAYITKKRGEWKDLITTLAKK
UBC13 polyUb = UBC13 polyubiquitin chain formation inhibitors, primary screen, biochemical, TR-FRET, uHTS; 0.47% of 330,000 active; inhibition, % at 20 µM; Ubiquitin-conjugating enzyme E2 N (Homo sapiens), P61088; AID 485273, 2010; in the data active means inhibition above about 45%, passing the limit was not always enough; inconclusive means no clear call, values can overlap the other calls
Target sequence (P61088 whole entry, looked up): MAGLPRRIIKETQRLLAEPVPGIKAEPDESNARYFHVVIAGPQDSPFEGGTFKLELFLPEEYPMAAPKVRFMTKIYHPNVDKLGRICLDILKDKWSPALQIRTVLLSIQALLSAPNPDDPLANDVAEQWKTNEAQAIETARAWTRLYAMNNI
Apaf-1 inh = inhibitors of human Apaf-1 apoptosome, primary screen, biochemical, DEVD-Rh110 fluorescence, uHTS; Apoptotic protease-activating factor 1 (Homo sapiens), O14727; reconstituted apoptosome caspase-3 activity; inhibition, % at 20 µM; 0.71% of 330,000 active; AID 489030, 2010; active means inhibition of at least 40% at 20 µM;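 further: plate controls were DMSO wells for no effect and DEVD-CHO caspase inhibitor wells for full effect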
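Material: reconstituted apoptosome with Apaf-1, cytochrome c, caspase-9, procaspase-3, dATP / Buffer or medium: pH 7.5 Hepes buffer with CHAPS, BSA, DTT / Also added: cytochrome c with DEVD-Rh110 / Schedule: compound with Apaf-1, dATP, procaspase-3 30 min, then 50 min reaction, room temperature / Technique: rhodamine 110 fluorescence at Ex 480/Em 540 nm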
SENP7 block = SENP7 protease inhibitors, primary screen, biochemical, luminescence, uHTS. recombinant SENP7, Z-RLRGG-aminoluciferin luminescence, 40 min. inhibition, % at 5 µM. 1.5% of 330,000 active. AID 434973, 2010;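 active means inhibition above about 50% at the single test dose, limit read from the data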;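 further: plate controls were DMSO with enzyme for no effect and no enzyme buffer wells for full effect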
Target sequence (Q9BQF6 706-1050 limits assumed): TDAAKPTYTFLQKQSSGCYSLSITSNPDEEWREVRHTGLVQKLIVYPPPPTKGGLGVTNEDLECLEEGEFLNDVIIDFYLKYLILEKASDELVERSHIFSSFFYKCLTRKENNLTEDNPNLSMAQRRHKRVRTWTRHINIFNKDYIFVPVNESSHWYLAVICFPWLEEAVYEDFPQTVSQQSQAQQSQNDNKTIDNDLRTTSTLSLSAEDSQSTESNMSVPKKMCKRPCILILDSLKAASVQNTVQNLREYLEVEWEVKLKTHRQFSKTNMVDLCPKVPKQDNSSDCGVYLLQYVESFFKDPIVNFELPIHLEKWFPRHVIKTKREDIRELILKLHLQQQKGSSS
A3G deaminase = APOBEC3G DNA deaminase inhibitors, primary screen, biochemical, fluorescence, single-stranded DNA substrate, uHTS; DNA dC->dU-editing enzyme APOBEC-3G (Homo sapiens), Q9HC16; recombinant A3G, ssDNA deamination FAM/TAMRA fluorescence; inhibition, % at 20 µM; 0.28% of 330,000 active;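 active means inhibition of at least 40% at 20 µM, with no more than 30% in the related APOBEC3A deaminase screen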;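 further: plate controls were DMSO wells with A3G for no effect and wells lacking A3G enzyme for full effect; some compounds called inactive have numbers as strong as hits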
SENP8 block-2 = human SENP8 protease inhibitors, primary screen, biochemical, fluorescence, Nedd8 protein substrate, uHTS; AID 602440, 2012; inhibition, % at 20 µM; recombinant SENP8; 0.64% of 360,000 active; Sentrin-specific protease 8 (Homo sapiens), Q96LD8; in the data active means inhibition mostly above about 40%, no sharp cut-off; inactive means mostly below about 27%
SENP1 FRET inh = human SENP1 catalytic domain inhibitors, primary screen, biochemical, FRET, uHTS | 0.21% of 360,000 active | recombinant SENP1 catalytic domain, CyPet-SUMO1-YPet FRET cleavage | inhibition, % at 10 µM | Sentrin-specific protease 1 (Homo sapiens), Q9P0U3 | AID 624204, 2012;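 active means inhibition at least 30% at 10 µM, raw YFP signal under a set limit, fluorescence ratio 0.5 to 1.5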;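 further: 0% = enzyme with DMSO and 100% = no enzyme wells; some results filed as inactive read as strong as hits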
Target sequence (Q9P0U3 419-644 limits assumed): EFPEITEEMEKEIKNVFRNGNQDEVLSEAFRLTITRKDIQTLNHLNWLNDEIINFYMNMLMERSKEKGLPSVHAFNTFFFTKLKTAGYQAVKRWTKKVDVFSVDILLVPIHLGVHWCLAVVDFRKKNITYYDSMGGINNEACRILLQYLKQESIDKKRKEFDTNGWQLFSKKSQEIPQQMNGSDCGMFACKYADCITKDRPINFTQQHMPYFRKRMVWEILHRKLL
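Assay system: hSENP1 catalytic domain, recombinant. Amount: SENP1 enzyme, 20 pM final. Schedule: 50 min reaction, RT, dark. Technique: FRET, CFP and YFP emission. Control set: no-enzyme wells low, DMSO-plus-enzyme wells high control.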
Active calls of the source: *; ? = inconclusive; · = no result given.

SMILES | SENP6 block | SENP8 block-1 | UBC13 polyUb | Apaf-1 inh | SENP7 block | A3G deaminase | SENP8 block-2 | SENP1 FRET inh
COc1ccc(C(c2nnnn2C(C)C)N2CCN(C(=O)c3ccco3)CC2)cc1 (stereo not drawn) | -36 | -10 | -9 | 11 | -5 | -10 | 14 | 0
CC1CCN(C(=O)Cn2c(=O)oc3ccccc32)CC1 | -17 | -1 | 1 | 7 | 5 | 0 | 13 | -1
CCOC(=O)c1ccc(N(CC(=O)NC2CCCCC2)C(=O)CNC(=O)c2ccco2)cc1 | 9 | -1 | 4 | 7 | 2 | 0 | 19 | 1
Cc1ccc(N=C(c2cccs2)N2CCOCC2)cc1 | -8 | 5 | -4 | 13 | 8 | -2 | 14 | 2
COc1ccccc1NC(=O)c1cc2c(CO)cnc(C)c2oc1=Nc1ccccc1 | -9 | -16 | 10 | 22 | -16 | -7 | 23 | -1
Cn1c(-c2ccc3c(c2)OCO3)cnc1NCc1cccc(Cl)c1 | -6 | -7 | 7 | -4 | 2 | -2 | -132 | -7
C/C(=N\NC(=O)c1nn(C)cc1Br)c1cccc(NC(=O)C(C)(C)C)c1 | -4 | 5 | 1 | 7 | -2 | -3 | 18 | 1
CCCC(=O)Nc1nc2n(n1)C(c1ccccc1)CC(=O)N2 (stereo not drawn) | -11 | -2 | -1 | -4 | -3 | -1 | 3 | 1
Cc1cc(C)c(S(=O)(=O)c2ccccc2)c(Cl)n1 | 1 | -4 | -2 | 7 | 1 | 5 | 14 | 1
COc1ccc2nc(SCc3cnc(C)nc3N)[nH]c2c1 | -16 | -7 | ? | -18 | 10 | -7 | 0 | 2
Cc1cc(C)nc(N2CCCC(C(=O)NCC(c3ccccc3)c3ccccc3)C2)n1 (stereo not drawn) | -10 | 3 | 9 | 16 | 3 | -1 | -25 | -5
CN=c1scc(-c2cccs2)n1/N=C/c1ccccc1O | 96* | 94* | 11 | 16 | 95* | -3 | -40 | -1
O=C(CCC1CCCN(C(=O)Cc2cccc(F)c2)C1)N1CCN(c2ccccn2)CC1 (stereo not drawn) | -7 | -8 | 12 | 5 | -3 | -6 | -7 | -1
CNc1nc(Nc2ccc([N+](=O)[O-])cc2)nc(OCC(F)(F)F)n1 | 5 | 12 | -2 | -16 | -7 | -8 | 4 | -1
Cc1ccc(NCN2C(=O)C3C4C=CC(C4)C3C2=O)cc1 (stereo not drawn) | -13 | -2 | 0 | 5 | -7 | -7 | 16 | 3
O=C(COc1ccc(Br)cc1Br)NNC(=O)c1cccs1 | -20 | -19 | 0 | -5 | -3 | -10 | 6 | 2
CC(C)(C)c1[nH]nc2c1C(c1ccccc1OC(=O)N1CCOCC1)C(C#N)=C(N)O2 (stereo not drawn) | -2 | 5 | -3 | -7 | -1 | -2 | -12 | -5
Cc1ccc(NC(=O)COC(=O)COc2cccc3c2OC(C)(C)C3)c(C)c1 | -2 | 16 | 3 | 3 | -5 | -5 | 1 | 3
CC1=C(C(=O)OC(C)C)C(c2cccs2)NC(=S)N1 (stereo not drawn) | -14 | -4 | -7 | -7 | -2 | -6 | 16 | 1
COc1ccc2c(c1OC)C(=O)N(c1nc(SC)n[nH]1)C2=O | 8 | -5 | 0 | 4 | -6 | -5 | 8 | -11
C/C(=N\NC(=O)c1ccco1)c1ccc(NC(=O)C(F)(F)F)cc1 | -4 | -7 | -10 | 8 | 9 | -1 | 4 | 0
Cc1nc(Nc2ccc(Cl)cc2)c(C#N)c(=O)[nH]1 | 19 | 3 | -2 | -8 | 4 | -9 | -3 | -1
Cc1ccc(C)c(-n2c(CNC(=O)c3ccco3)nnc2SCC(=O)N2CCc3ccccc32)c1 | -14 | -5 | -7 | 9 | -10 | -6 | 28 | 0
C=CCn1c(SCc2c(F)c(F)c(F)c(F)c2F)nc(O)cc1=O | 1 | -3 | 4 | -17 | 8 | -3 | 13 | 1
C(=N\n1cnnc1)/c1ccc(N2CCOCC2)cc1 | -6 | -9 | -10 | -8 | -5 | -3 | -247 | -1
CN(C(=O)CSc1nnc(-c2ccncc2)n1Cc1ccccc1)C1CCS(=O)(=O)C1 (stereo not drawn) | 6 | 4 | 1 | -24 | 0 | -18 | 0 | -1
CC(=O)c1c(C)[nH]c(C(=O)COC(=O)c2cc(C)oc2C)c1C | -3 | 4 | 0 | -7 | 2 | 2 | 1 | -4
COC(=O)c1ccc(NC(=O)CSCc2ccc(C)cc2)cc1 | 7 | 2 | 5 | -14 | 1 | -7 | 14 | 0
Nc1c(C(=O)OCC(=O)NCc2ccccc2)[nH]c(=O)[nH]c1=O | -12 | -4 | -4 | -4 | 1 | -1 | -299 | -2
CS(=O)(=O)n1nc(OC(=O)c2cc(Br)ccc2Cl)cc1N | -7 | -11 | -2 | 2 | -6 | -8 | 11 | 1

Exported field by field: entries from further up.
Cc1ccc(C)c(-n2c(CNC(=O)c3ccco3)nnc2SCC(=O)N2CCc3ccccc32)c1
  SENP6 block = -14	SENP8 block-1 = -5	UBC13 polyUb = -7	Apaf-1 inh = 9	SENP7 block = -10	A3G deaminase = -6	SENP8 block-2 = 28	SENP1 FRET inh = 0

Cc1ccc(NCN2C(=O)C3C4C=CC(C4)C3C2=O)cc1 (stereo not drawn)
  SENP6 block = -13	SENP8 block-1 = -2	UBC13 polyUb = 0	Apaf-1 inh = 5	SENP7 block = -7	A3G deaminase = -7	SENP8 block-2 = 16	SENP1 FRET inh = 3

CC1=C(C(=O)OC(C)C)C(c2cccs2)NC(=S)N1 (stereo not drawn)
  SENP6 block = -14	SENP8 block-1 = -4	UBC13 polyUb = -7	Apaf-1 inh = -7	SENP7 block = -2	A3G deaminase = -6	SENP8 block-2 = 16	SENP1 FRET inh = 1

C=CCn1c(SCc2c(F)c(F)c(F)c(F)c2F)nc(O)cc1=O
  SENP6 block = 1	SENP8 block-1 = -3	UBC13 polyUb = 4	Apaf-1 inh = -17	SENP7 block = 8	A3G deaminase = -3	SENP8 block-2 = 13	SENP1 FRET inh = 1

(list continues)
SMILES | SENP6 block | SENP8 block-1 | UBC13 polyUb | Apaf-1 inh | SENP7 block | A3G deaminase | SENP8 block-2 | SENP1 FRET inh
CCOC(=O)C1=C(c2ccccc2)c2ccccc2OC1C(=O)OCC (stereo not drawn) | · | · | · | 20 | -2 | 1 | -3 | 1
Cc1cc(Cl)ccc1OC(C)C(=O)OCC(=O)c1ccc[nH]1 (stereo not drawn) | -17 | -16 | -3 | 18 | -2 | -5 | 6 | 1
O=C(COC(=O)c1ccccc1)Nc1ccc(Cl)cn1 | -4 | 4 | 3 | -4 | 3 | -6 | 5 | 2
CC(C)NC(=O)c1ccc(COCC(F)(F)C(F)F)cc1 | -1 | -1 | 5 | -1 | 7 | 0 | 0 | 3
CCOc1ccc(N2C(=O)CC(SCCN)C2=O)cc1 (stereo not drawn) | 1 | -14 | -5 | 0 | -9 | -6 | 17 | 1
COc1ccc(CCNC(C(=O)Nc2cc(C)cc(C)c2)c2ccccc2)cc1 (stereo not drawn) | 8 | 5 | 2 | 38 | -3 | 8 | -11 | -10
O=C(OCc1ccc(Br)cc1F)c1cc2ccccc2oc1=O | -12 | -3 | 0 | 18 | -4 | -3 | -77 | -4
COc1cc2c(cc1OC)CN(CC(=O)Nc1ccc(C)c(C)c1)CC2 | -2 | -10 | -1 | 13 | -6 | -6 | 18 | -21
Cc1ccc(C)c(S(=O)(=O)N2CCCC2CNC(=O)C(=O)NCc2cccs2)c1 (stereo not drawn) | -9 | -3 | -1 | 13 | 5 | -11 | 21 | -3
O=S(=O)(c1ccc(Oc2ccc(Cl)cc2)nc1)N1CCOCC1 | -11 | -7 | -5 | 8 | -1 | -4 | 4 | 1
CC(=O)CCC(=O)c1ccc2ccccc2c1 | 19 | -5 | -7 | -178 | 9 | 2 | -25 | 1
C[C@@H](C(=O)Nc1ccc2ccccc2c1)[C@@H]1C[C@@]1(C)[C@@H](NC(=O)c1cnccn1)c1ccccc1 | 3 | 19 | -2 | 15 | 1 | -4 | 10 | 1
COc1ccc(CO[C@@H]2O[C@H](CO)[C@@H](O)[C@H](O)[C@H]2NC(C)=O)cc1OC | 19 | 3 | 4 | -2 | -3 | -4 | 19 | -1
O=C(Cn1ccc(NC(=O)OCc2ccccc2)nc1=O)NCCCn1ccnc1 | 8 | 12 | 3 | -5 | -3 | -3 | 29 | 2
Cc1cc2nc3n(c2cc1C)CC1CC(C(=O)NCc2cccc(C(F)(F)F)c2)N(C)C31 (stereo not drawn) | -15 | -15 | 4 | 8 | 9 | -10 | -1 | -2
CC1=[N+](C)N(c2ccccc2)C(=O)C1N=C/C=C/c1ccccc1 (stereo not drawn) | -21 | -11 | -9 | 1 | -7 | -1 | 42* | -1
Cc1cc2nnc(SCc3ccccc3)n2c(N)n1 | 6 | 5 | 15 | -13 | 8 | -5 | 1 | 0
COc1ccc(S(=O)(=O)NC(C)C(=O)Nc2ccc3c(c2)OCO3)cc1OC (stereo not drawn) | -29 | 1 | 0 | 3 | -3 | -16 | 5 | -1
CC(NC(=O)c1ccccc1Cl)C(=O)N1CCN(Cc2ccc3c(c2)OCO3)CC1 (stereo not drawn) | 0 | -3 | 4 | 6 | 7 | -2 | 3 | 1
COc1cccc2c1C(=O)c1c(O)c3c(c(O)c1C2=O)C[C@@](O)(C(=O)CO)C[C@@H]3O[C@H]1C[C@H](N)[C@@H](O)[C@H](C)O1 | 9 | 5 | -161 | 56* | 10 | 45 | 52* | 97
O=C(NCc1ccc(Cl)cc1)c1cc2ccccn2n1 | -4 | -6 | 9 | 1 | 4 | 0 | -10 | 2
CC1(C)CC(NC(=O)c2cc(COc3cccc(C(F)(F)F)c3)on2)CCO1 (stereo not drawn) | -9 | -4 | 5 | 7 | 2 | -8 | 4 | 1
COc1cccc(N(C(=O)Cn2nnc(-c3cccs3)n2)C(C(=O)NC(C)C)c2ccc(C)o2)c1 (stereo not drawn) | -5 | 2 | 11 | -7 | 2 | -5 | 29 | -2
Fc1cc(Cl)c(OCc2noc(-c3ccsc3)n2)c(Cl)c1 | -4 | -4 | 3 | -19 | -2 | -8 | 25 | 2
COc1ccc(NC(=O)C(F)(F)F)cc1OC | 1 | 2 | -5 | 2 | 3 | 3 | 22 | 3
Cc1ccc(C(=O)N2CCN(c3ccc(NC(=S)NC(=O)Cc4ccccc4)cc3)CC2)cc1 | 4 | 6 | 4 | -1 | 8 | -9 | 10 | 2
CCC1C(=O)c2ccccc2N(C)C1=O (stereo not drawn) | -9 | -8 | 9 | 10 | -6 | -9 | -136 | -2
COc1ccc(CN2CCSCC2)cc1C | -7 | -5 | -1 | 0 | 6 | 2 | 6 | 1
COC(=O)C(NC(=O)c1ccccc1)=C1C=C(C)OC(C)=C1 | -14 | 2 | 2 | -3 | -6 | -6 | 10 | 3
COc1ccccc1CCc1nnc(CCC(=O)N(C)Cc2cccc3ncccc23)o1 | -11 | -6 | -3 | -9 | 6 | -2 | 21 | 3
COC(=O)C(Cc1ccccc1)NC(=O)c1cc(=O)[nH]c2ccccc12 (stereo not drawn) | -24 | -3 | 2 | 3 | -10 | -5 | -89 | 0
CC1CCN(C(=O)c2ccc(N3CCOCC3)c([N+](=O)[O-])c2)CC1 | -4 | 0 | -18 | 2 | 9 | 1 | 31 | 0
Cc1[nH]c2ccccc2c1C(=O)C(C)OC(=O)c1ccc([N+](=O)[O-])o1 (stereo not drawn) | 49 | 1 | -16 | 7 | -1 | -4 | 23 | -1
COc1ccc(/C(C)=N/N=C(\C)c2ccc(OC)cc2OC)c(OC)c1 | 9 | 2 | 12 | -3 | 4 | -3 | 4 | 1
